From PubChem BioAssay
Mm-Cpn inhibitor: M. maripaludis TRiC chaperonin inhibition; actives 0.031% (n = 330,000); purified Mm-Cpn ATPase, ADP Transcreener TR-FRET; Potency, µM (titrated, usually from 76.9 µM), without a hit: at the top dose activity, negative = inhibition, most hits filed as inhibitors; also: potency is read from the fitted curve at half-maximal effect; % is scaled to controls: 0 for no effect and ±100 for the full control effect; nearly all actives have a fitted effect of over 80% in size
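ATPase turnover read by TR-FRET ADP competition (Eu cryptate antibody/ADP-d2, 665/590 nm): 10uM ATP final, 25nM Mm-CPN final, 30 min 37degC after 10-min compound preincubation, pH 7.4 Tris/KCl/MgCl2/DTT buffer.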
PTHR1 ag: agonists of human PTHR1 parathyroid hormone receptor. HEK293 GP2 PTHR1 cells, GloSensor cAMP luminescence, 1 h. Q03431. actives 0.075% (n = 410,000). Potency, µM (series often up to 115 µM), for inactives: at the top dose activation, hits mostly activators; also: potency is read from the fitted curve at half-maximal effect; nearly all actives have a fitted effect of over 55% in size; some results filed as inactive show a strong effect at the top dose; inactives centre near -15; many of its hits are not listed in these tables
Target sequence (Q03431 whole entry, looked up): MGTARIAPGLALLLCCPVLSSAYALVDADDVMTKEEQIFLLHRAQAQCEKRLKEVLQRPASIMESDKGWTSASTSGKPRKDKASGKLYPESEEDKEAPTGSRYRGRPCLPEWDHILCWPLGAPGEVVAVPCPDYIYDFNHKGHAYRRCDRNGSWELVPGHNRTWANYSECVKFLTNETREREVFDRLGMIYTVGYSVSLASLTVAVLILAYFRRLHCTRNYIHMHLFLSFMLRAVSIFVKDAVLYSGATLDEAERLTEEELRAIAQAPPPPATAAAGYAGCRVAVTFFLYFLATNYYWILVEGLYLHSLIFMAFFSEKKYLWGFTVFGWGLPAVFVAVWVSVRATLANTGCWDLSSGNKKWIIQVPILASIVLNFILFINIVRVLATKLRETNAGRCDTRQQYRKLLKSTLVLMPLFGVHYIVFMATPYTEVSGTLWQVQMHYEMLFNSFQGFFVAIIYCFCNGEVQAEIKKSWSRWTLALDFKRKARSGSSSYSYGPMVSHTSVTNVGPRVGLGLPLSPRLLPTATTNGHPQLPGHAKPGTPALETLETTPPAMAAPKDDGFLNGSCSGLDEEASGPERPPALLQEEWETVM
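HEK-293-derived GP2 cells expressing PTHR1 and a GloSensor cAMP reporter, 3,000/well, plated overnight, given luciferin plus IBMX (each 0.5 mM as added) for 1 h at 37 °C, then compound for 1 h at 37 °C. Luminescence was read after 15 min at room temperature.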
D3 ag: agonists of human D3 dopamine receptor | actives 0.58% (n = 410,000) | D3R DiscoveRx beta-arrestin cells, luminescence, 90 min | P35462 | max activation, % | AID 652048; in the data active = max activation above about 30%; also: 0% is about no effect; mostly tested at two doses, the higher about 12 µM
Target sequence (P35462 whole entry, looked up): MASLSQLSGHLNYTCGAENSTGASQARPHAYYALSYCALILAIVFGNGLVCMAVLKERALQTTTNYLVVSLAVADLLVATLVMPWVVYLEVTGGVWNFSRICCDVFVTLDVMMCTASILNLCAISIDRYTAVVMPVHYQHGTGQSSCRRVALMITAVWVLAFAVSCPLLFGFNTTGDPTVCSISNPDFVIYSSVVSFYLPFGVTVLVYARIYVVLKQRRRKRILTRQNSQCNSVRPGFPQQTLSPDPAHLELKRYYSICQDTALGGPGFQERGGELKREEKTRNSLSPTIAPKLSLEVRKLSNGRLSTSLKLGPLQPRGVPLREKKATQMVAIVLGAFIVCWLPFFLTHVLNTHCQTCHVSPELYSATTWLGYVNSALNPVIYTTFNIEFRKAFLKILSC
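Cells at 1500/well, incubated overnight, then treated with pinned compounds (dopamine as control) for 90 min at 37 degrees C. DiscoveRx reagent added for 30 - 60 minutes at room temperature; luminescence read.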
pAkt inh: blocks phosphorylation of Akt | AID 651550 | actives 0.32% (n = 360,000) | activity change, % for hits at 50 µM | Neuro2A IGF-stimulated pAkt S473 HTRF, 20 min; hits give low values; in the data active = activity change below about -80%; inconclusive = mostly about -51% to -80%; also: % is scaled to controls: 0 for no effect and ±100 for the full control effect
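Neuro2A cells (4,500/well, DMEM with 0.5% FBS) were treated with compound at a single 50 µM final concentration, stimulated with 6 nM IGF for 20 min at 37 °C, and lysed. Phospho-Akt Ser473 was read by HTRF as 665/615 ratio ×10^4.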
EPAC2 ag: agonists of human EPAC2 (RAPGEF4) | Potency, µM (doses to about 154 µM), for inactives: at the highest dose activation, usual class: activators | actives 0.079% (n = 360,000) | Q8WZA2 | EPAC2 activation, biochemical qHTS; response scale: 100% = 6.5 mM cAMP response; also: potency is read from the fitted curve at half-maximal effect; nearly all actives have a fitted effect of over 50% in size
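qHTS, titration series. 100 nM EPAC2 / 250 nM Rap1B-BODIPY-GDP / 50 uM GDP; RT; ex 480/em 540 nm, 5-min reads to 30 min. Norm. to 6.5 mM cAMP = activation.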
EPAC2 antag: EPAC2 (human) antagonism | Q8WZA2 | EPAC2 GEF exchange of Rap1B-BODIPY-GDP, fluorescence | Potency, µM (highest dose often 114 µM), inactives show at the top dose activity, negative = inhibition, usual class: inhibitors | actives 0.18% (n = 360,000); also: potency is read from the fitted curve at half-maximal effect; % is scaled to controls: 0 for no effect and ±100 for the full control effect; nearly all actives have a fitted effect of over 45% in size; many of its hits are not listed in these tables
D3 antag: antagonists of human D3 dopamine receptor; AID 652054; actives 2.5% (n = 360,000); P35462; max response, negative = inhibition, %; D3R cells, DiscoveRx beta-arrestin luminescence, antagonist mode; hits give low values; in the data active = max response below about -50%; inconclusive = no clear call, values can overlap the other calls; also: % is scaled to controls: 0 for no effect and ±100 for the full control effect; mostly tested at two doses, the higher about 12 µM
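Cells plated overnight at 1500 cells/well, then exposed to library compounds with dopamine controls for 90 minutes at 37 degrees C. DiscoveRx reagent added for 30–60 minutes at room temperature; luminescence read, quantitative HTS format.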
CCT modulator: cytosolic chaperonin activity modulation; purified chaperonin ATPase assay, HTRF ADP detection, 30 min; activity change, % (test concentration not listed), hits read low; actives 0.3% (n = 360,000); AID 651819; in the data active = activity change below about -30%; also: % is scaled to controls: 0 for no effect and ±100 for the full control effect
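First, chaperonin was dispensed at 40 nM or 20 nM final depending on batch activity. Next, compounds were pinned at 76 uM and ATP added at 10 uM. After 30 min at 37 °C, ADP detection reagents ran 30 min at ambient temperature.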
* = called active by the depositor; i = inactive; ? = inconclusive; . = not tested or not shown; [ ] = remark or other dose. Unless noted, calls follow the shape of the dose curve; as a rule, active = well fitted curve in the direction sought with a large enough effect; inconclusive = small, poorly fitted or top-dose-only effect, or another doubt; inactive = no such curve, though single readings can be large; an effect the other way counts as inactive or inconclusive. A portion of the library. The share of hits here may be higher or lower than overall.

Molecule,Mm-Cpn inhibitor,PTHR1 ag,D3 ag,pAkt inh,EPAC2 ag,EPAC2 antag,D3 antag,CCT modulator
CN(C(=O)c1cccc(NC(=O)Cc2cccc(NC(=O)C3CCN(S(=O)(=O)c4cccc([N+](=O)[O-])c4)CC3)c2)c1)C1CC1,.,-13%,-6,i,3%,-2%,?,-2.9
NS(=O)(=O)c1ccc(CCNC(=O)CSc2ccc3ccccc3c2)cc1,1%,-24%,11,i,2%,1%,0,-1.0
COc1ccccc1CNC(=O)COC(=O)C1CCN(S(=O)(=O)c2c(Cl)cccc2Cl)CC1,.,13%,1,i,7%,5%,-3,-1.6
COc1ccc(C(=O)N2CC(=O)Nc3ccccc32)cc1S(=O)(=O)N1CCOCC1,0%,i,3,i,8%,6%,17,-1.5
COc1cccc(CNc2nc3cc(-c4ccccc4C)sc3c(=O)n2C)c1OC,.,-25%,3,i,8%,1%,27,-2.3
Cc1cc(NC(=O)CN(C)CCOc2ccccc2)ccc1Br,-8%,-5%,-11,i,-3%,?,1,1.2
O=C(Nc1ccc2c(c1)OCO2)c1cc(C2CCCCN2C(=O)c2ccccc2)on1 (stereo not given),.,i,6,i,8%,14%,18,0.0
COC(=O)CC1=C(C(=O)OC)C(c2cccc(OCC(N)=O)c2)C(C#N)=C(N)O1 (stereo not given),-5%,i,-13,i,7%,-3%,?,-2.1
CC(CC(=O)O)CC(=O)Nc1nncs1 (stereo not given),1%,i,-5,i,-5%,-1%,4,-4.1
Cc1onc(-c2ccccc2)c1C(=O)N=C(N)c1ccc(Cl)cc1,0%,i,-10,i,3%,-3%,9,-2.0
N#CCN(CC#N)C(=O)C1c2ccccc2Oc2ccccc21,-2%,i,4,i,5%,7%,8,-3.4
O=c1ccc(Cl)cn1Cc1ccccc1F,1%,i,-2,i,3%,4%,7,0.7
O=c1cc(C(F)(F)C(F)F)oc2ccccc12,-1%,-24%[57.5 µM],17,i,4%,3%,16,-1.7
CCCc1cc(=O)[nH]c(SCc2cc(=O)oc3c(C)c(C)ccc23)n1,0%,i,0,i,0%,1%,11,-0.9
Fc1ccc(-c2n[nH]c(=S)n2-c2ccc3c(c2)OCCO3)cc1,-7%,-3%,-1,i,5%,-5%,-5,0.7
O=C(/C=C/c1ccccc1)OCC(=O)c1c[nH]c2ccccc12,-1%,-6%,-3,i,-1%,5%,-5,-0.8
Nc1nc(SCC(=O)N2CCCc3ccccc32)n[nH]1,2%,-21%,-2,i,7%,-6%,-20,-0.9
CN1CCN(c2ccc(S(=O)(=O)N3CCCCC3)cc2NC(=O)CSC(C)(C)C)CC1,.,-20%,3,i,1%,17%,9,1.0
COc1ccccc1NC(=O)/C=C/C(=O)O,1%,-23%,-8,i,-4%,4%,11,0.8
COc1ccc(Nc2cc(C(=O)NCc3ccco3)c3ccccc3n2)c(OC)c1,1%,?,10,i,22%,-18%,-24,-0.6
Brc1ccc(-c2nnc(-c3ccccc3Br)o2)cc1,-6%,-64%[inhibitor][57.5 µM],-17,.,15%,21%,-24,0.4
O=c1[nH]cnc2sc3c(c12)CCC3,1%,i,-13,i,12%,2%,-1,-3.4
COCCCNc1nc2ccccc2nc1NS(=O)(=O)c1ccccc1,-1%,i,4,i,6%,-1%,-8,-3.9
CCS(=O)(=O)c1c([N+](=O)[O-])ncn1C,0%,-52%[inhibitor],0,i,2%,0%,-19,0.9
CCOC(=O)C1=C(C)N=C2SCCC(=O)N2[C@@H]1c1cccs1,-1%,i,6,i,-3%,-3%,2,-20
CCCNC(=O)N(C)C[C@H]1Oc2ncc(Br)cc2C(=O)N([C@H](C)CO)C[C@H]1C,.,-29%,3,i,9%,-3%,14,-2.5
CCC1CCCCN1S(=O)(=O)c1ccc(S(=O)(=O)N(Cc2ccccn2)CC2CCCO2)cc1 (stereo not given),2%,-7%,-2,i,-1%,-1%,-11,0.7
CCOc1ncccc1C(=O)Nc1nc(C(C)(C)C)cs1,3%,-45%[inhibitor],2,i,6%,-28%,28,1.2
O=C(NCc1ccc(C(F)(F)F)cc1)c1ccc(-c2ccc(F)c(F)c2)c2ccoc12,.,-24%,-13,i,6%,-29%,?,-1.1
CC(C)n1nc(C(=O)Nc2cccc(S(=O)(=O)N3CCCCC3)c2)c2ccccc2c1=O,1%,-4%,6,i,7%,-17%,3,-2.6

More entries
Molecule,Mm-Cpn inhibitor,PTHR1 ag,D3 ag,pAkt inh,EPAC2 ag,EPAC2 antag,D3 antag,CCT modulator
CC(NC(=O)c1ccc(Br)o1)C1CC2CCC1C2 (stereo not given),-2%,-9%,-6,i,9%,-15%,-15,0.4
CCN(CC)CCNC(=O)C(Cl)=C1C(Cl)=C(Cl)C(Cl)=C1Cl,.,-21%,-9,i,1%,4%,-20,-0.1
O=C(NCCc1cccc(F)c1)C1CCN(S(=O)(=O)c2ccccc2)CC1,1%,-14%,3,i,6%,-1%,10,-1.2
CCc1cc(-c2cnnn2CCc2c[nH]c3ccccc23)ccc1-c1cn(CC(C)C)nn1,.,-2%,1,i,15%,-4%,-4,1.2
CC1C(=O)C(C)C(c2ccc3c(c2)OCO3)NC1c1ccc2c(c1)OCO2 (stereo not given),0%,-2%[57.5 µM],-6,i,13%,23%,8,1.7
O=C(c1ccccc1[N+](=O)[O-])N1CCCN(C(=O)c2ccccc2[N+](=O)[O-])CC1,3%,i,11,i,-2%,6%,24,0.5
CC1Cc2nc(SCC(=O)N3CCc4ccccc43)n(C)c(=O)c2S1 (stereo not given),1%,-1%,-1,i,6%,-1%,32,-1.2
COc1ccc(/C(N)=N/OC(=O)COc2ccccc2Cl)cc1,0%,-15%,4,i,0%,-2%,-30,1.2
Cc1cc(C)nc(Nc2nc(C(N)Cc3ccc(F)cc3)cs2)n1 (stereo not given),.,-3%,6,i,12%,1%,0,0.2
C/C(=N\NC(=O)c1cccc(S(=O)(=O)N2CCOCC2)c1)c1ccc(OCC(=O)N(C)C)cc1,-1%,i,2,i,0%,4%,0,0.7
Cc1ccc(S(=O)(=O)Nc2ccccc2C(C(=O)OC(C)(C)C)C(=O)OC(C)(C)C)cc1,.,-64%[inhibitor],-1,i,-11%,?,7,.
CCc1ccccc1Nc1nn2c(=O)c3ccc(C(=O)NCc4ccccn4)cc3nc2s1,-1%,-61%[inhibitor],-7,i,-3%,-2%,-20,0.3
O=C(NCC1CCCN(C(=O)c2cccc(C(F)(F)F)c2)C1)c1ccc(F)cc1 (stereo not given),0%,-29%,1,i,-2%,8%,-13,0.2
O=C(CCC1CCN(Cc2ccccc2Cl)CC1)NC1CC1,-1%,-2%,2,i,-4%,6%,0,-0.7
CCOC(=O)N1CCN(C(=O)C2CCN(S(=O)(=O)N3CCC4(CC3)OCCO4)CC2)CC1,1%,-21%,5,i,4%,2%,8,0.1
O=C(O)CSC1CC(=O)N(c2cccc(Cl)c2)C1=O (stereo not given),-7%,-21%[57.5 µM],-6,i,6%,-6%,4,-2.3
Cc1ccc(NC(=S)NCCN2CCOCC2)cc1C,0%,i,-3,i,-5%,4%,14,0.2
O=C(CCc1ccccc1)Nc1cccc(NC(=O)CCc2ccccc2)c1,-6%,-13%[57.5 µM],6,i,7%,6%,24,-2.7
O=C(NCC1CCCO1)/C(=C\c1cccs1)NC(=O)c1ccccc1 (stereo not given),-2%,-14%,1,i,6%,9%,8,-4.6
CC1(C(=O)NS(=O)(=O)c2ccccc2C(F)(F)F)CCN1C(=O)CCc1ccccc1 (stereo not given),.,i,1,i,11%,-5%,-7,-2.1
Cc1ccccc1OCC(O)CNC1CCC(NCC(O)COc2ccccc2C)CC1 (stereo not given),3%,?,3,i,9%,6%,-24,-0.7
CCOC(=O)c1c(NC(=O)CSc2nnc(-c3ccncc3)n2Cc2ccco2)sc(C(C)=O)c1C,.,-1%[57.5 µM],7,i,8%,2%,-23,-2.0
C=CCn1c(SCC(=O)Nc2cc(Cl)ccc2C(=O)O)nc2sc(C)c(C)c2c1=O,0%,-4%,1,i,-3%,?,2,0.4
Cc1ccc(/C=C/C(=O)N2CCCN(C(=O)/C=C/c3ccc(C)cc3)CC2)cc1,0%,i,-13,i,13%,-9%,-58*,-2.5
CCCCCCN=CC1=C(O)CC(C)(C)CC1=O,-3%,-13%[57.5 µM],-1,i,5%,-3%,?,0.7
O=C(OCc1nnc(-c2ccc(Cl)cc2)o1)c1ccc(=O)n(Cc2ccccc2)n1,-4%,i,-1,i,-13%,-3%,8,-0.7
O=[N+]([O-])c1ccc(O)c(/C=N/Nc2nc3ccccc3[nH]2)c1,-27%,-22%,-7,i,-12%,9%,?,-6.8
CC(=O)N1CC=C2C(C#N)=C(N)C(C#N)(C#N)[C@H](c3ccoc3)[C@H]2C1,-1%,-8%,-12,i,16%,-7%,8,-2.9
CC(=O)Nc1ccc(S(=O)(=O)N(C)CC(=O)N2CCN(C(=O)c3ccco3)CC2)cc1,-1%,-8%,12,i,8%,-8%,1,-1.0
O/N=C1/CCCCC1c1ccccn1 (stereo not given),0%,6%[57.5 µM],0,i,-8%,12%,47,-5.7

The list goes on, starting with the last 2 of the part before.
Molecule,Mm-Cpn inhibitor,PTHR1 ag,D3 ag,pAkt inh,EPAC2 ag,EPAC2 antag,D3 antag,CCT modulator
CC(=O)Nc1ccc(S(=O)(=O)N(C)CC(=O)N2CCN(C(=O)c3ccco3)CC2)cc1,-1%,-8%,12,i,8%,-8%,1,-1.0
O/N=C1/CCCCC1c1ccccn1 (stereo not given),0%,6%[57.5 µM],0,i,-8%,12%,47,-5.7
Cc1ccc(C(=O)N/C(=C\c2cccc([N+](=O)[O-])c2)C(=O)Nc2cccc(C(=O)O)c2)cc1,1%,-6%,6,i,-1%,-4%,13,-2.6
CC(=O)N1CCOc2ccc(S(=O)(=O)N3CCC(C(=O)Nc4ccc(C)c(C)c4)CC3)cc21,0%,-24%,-1,i,-1%,-8%,-2,0.0
NC(=O)c1ccc(NC(=O)COC(=O)c2cc(S(=O)(=O)N3CCOCC3)ccc2N2CCCCC2)cc1,0%,i,4,i,2%,11%,-1,-0.6
CCSc1nc2sc3c(c2c(=O)n1-c1ccc(OC)cc1)CCN(C)C3,-8%,i,6,i,5%,-9%,4,-2.3
